697 NFkB inh = inhibitors of the PMA/ionomycin-induced NF-kB reporter in 697 B cells | 697 B-cell NF-kB luciferase reporter, 16 h | inhibition, % at 4 µM | 330,000 tested, 0.33% active; in the data active = inhibition above about 35%
XBP1 UPR activ = adaptive UPR (XBP1) activation | CHO-XBP1 luciferase reporter, IRE1-XBP1 UPR activation, luminescence; percent of tunicamycin response, DMSO as zero | activation, % at 20 µM | 330,000 tested, 0.33% active | AID 463104;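 active = versus positive control, 20 µM dose yields 30% or more activation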;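 also: 100% = tunicamycin at 10 µg/mL and 0% = DMSO only wells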
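assay system = CHO-XBP1 luciferase reporter cells | amount = 1000 cells/well | buffer or medium = F12 plus 10% FBS | compound dosing = single point, 20 µM final compound, 1% DMSO | incubation = 16-18 h cell attachment at 37 °C, then 6 h compound exposure | detection = Steady-Glo luminescence read | controls = tunicamycin 10 µg/mL and vehicle-only wells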
tim23-1 inh = inhibits growth of tim23-1 mutant yeast; S. cerevisiae tim23-1 growth, BacTiter-Glo luminescence, 24 h; inhibition, % at 20 µM; 330,000 tested, 1.3% active; AID 463212;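 active = growth inhibition of the mutant yeast at or above 50%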;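 also: temperature-sensitive mutant grown at 25 °C; plate controls were DMSO-treated mutant yeast for no effect and medium wells lacking yeast for full effect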
Jurkat NFkB inh = lowers PMA/ionomycin-induced NF-kB signal in Jurkat cells | inhibition, % at 4 µM | 330,000 tested, 0.53% active | PMA/ionomycin-induced NF-kB luciferase reporter, luminescence | AID 435003; in the data active = inhibition above about 50%
UPR CHOP act = apoptotic UPR (CHOP) activation | CHO-CHOP luciferase reporter, luminescence; percent of tunicamycin response over DMSO baseline | activation, % at 10 µM | 330,000 tested, 0.34% active | AID 449763;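 active = at 10 µM dose, activation of 40% or more, normalized to positive control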;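 also: 100% = tunicamycin at 10 µg/mL and 0% = DMSO alone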
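measured by = luciferase luminescence | assay system = CHO-CHOP cells, stable luciferase reporter of PERK-eIF2a-CHOP signalling | amount = 500 reporter cells seeded per well | timing = 6 h compound exposure at 37 °C after overnight seeding | controls = positive tunicamycin 10 µg/mL, negative DMSO alone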
Mdm2-MdmX inh = inhibitors of human Mdm2/MdmX interaction; O15151+Q00987; SaOS-2 split-luciferase Mdm2/MdmX complementation, luminescence; inhibition, % at 8 µM; 330,000 tested, 3% active; AID 485346;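 active = inhibition of at least 50% at 8 µM in the primary screen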
Target sequence (O15151 whole entry, looked up): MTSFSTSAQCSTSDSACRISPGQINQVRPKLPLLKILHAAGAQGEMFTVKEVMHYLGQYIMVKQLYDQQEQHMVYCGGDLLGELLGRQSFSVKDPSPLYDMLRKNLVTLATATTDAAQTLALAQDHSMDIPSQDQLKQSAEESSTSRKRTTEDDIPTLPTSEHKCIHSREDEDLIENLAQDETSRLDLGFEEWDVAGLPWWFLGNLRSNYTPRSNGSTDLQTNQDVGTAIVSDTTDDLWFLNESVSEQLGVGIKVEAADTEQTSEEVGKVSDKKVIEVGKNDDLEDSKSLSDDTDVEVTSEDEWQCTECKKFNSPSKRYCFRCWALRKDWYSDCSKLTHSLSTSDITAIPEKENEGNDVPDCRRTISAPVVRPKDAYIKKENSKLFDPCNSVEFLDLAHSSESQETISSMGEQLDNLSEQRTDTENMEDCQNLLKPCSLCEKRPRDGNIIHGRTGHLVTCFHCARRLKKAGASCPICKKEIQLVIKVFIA
Target sequence (Q00987 whole entry, looked up): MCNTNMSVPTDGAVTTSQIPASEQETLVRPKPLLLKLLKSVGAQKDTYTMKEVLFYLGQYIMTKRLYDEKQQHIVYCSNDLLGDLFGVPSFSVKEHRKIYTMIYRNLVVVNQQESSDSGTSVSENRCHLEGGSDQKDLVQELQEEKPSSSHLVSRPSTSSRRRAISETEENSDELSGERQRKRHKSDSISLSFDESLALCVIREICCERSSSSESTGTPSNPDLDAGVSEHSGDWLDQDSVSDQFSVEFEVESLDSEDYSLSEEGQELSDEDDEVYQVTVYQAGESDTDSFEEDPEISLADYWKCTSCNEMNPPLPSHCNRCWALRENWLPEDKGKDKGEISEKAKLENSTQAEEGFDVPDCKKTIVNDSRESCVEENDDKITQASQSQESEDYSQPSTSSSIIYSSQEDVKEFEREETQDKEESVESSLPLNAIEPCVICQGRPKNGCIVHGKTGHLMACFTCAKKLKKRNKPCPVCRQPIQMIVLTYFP
TIM10 inh = inhibits growth of TIM10 yeast strain. S. cerevisiae TIM10 strain growth, BacTiter-Glo luminescence, 24 h. inhibition, % at 10 µM. 330,000 tested, 1.4% active;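 active = inhibition of 40% or more at the single tested concentration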;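 also: wild-type TIM10 isogenic control strain grown at permissive 25 °C; 0% = DMSO yeast wells and 100% = minimal medium wells without yeast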
tim10-1 inh = growth inhibitors of tim10-1 mutant yeast; S. cerevisiae tim10-1 ts strain growth, BacTiter-Glo, 24 h; inhibition, % at 20 µM; 330,000 tested, 2.2% active;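 active = inhibition of at least 40%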;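 also: mutant grown at 25 °C; 0% = DMSO wells with yeast and 100% = wells holding no yeast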
Starred values were filed as active, the others as inactive.

SMILES	697 NFkB inh	XBP1 UPR activ	tim23-1 inh	Jurkat NFkB inh	UPR CHOP act	Mdm2-MdmX inh	TIM10 inh	tim10-1 inh
CC/C(=C\C(=O)c1ccncc1)Nc1ccc(Br)cc1	13.1	-0.6	-43.3	2.7	-5.4	27.3	0.1	-41.1
COc1ccc(N(CC(=O)Nc2ccccc2SC)S(C)(=O)=O)cc1OC	-2.5	1.6	19.5	4.2	-1.1	-4.7	11.6	7.7
Cc1ccc(/C(O)=C2/C(=O)C(=O)N(c3ccccn3)C2c2ccc(F)cc2)cc1 (stereo not drawn)	-18.2	-3.7	14.8	-40.0	0.9	-2.0	17.9	28.9
Cc1ccc(NC(=O)CSCC(=O)Nc2sccc2C#N)cc1	-3.9	0.2	-9.8	-14.0	1.6	4.5	6.8	0.3
COC(=O)c1ccc(COc2ccc(NC(C)=O)cc2)o1	-1.7	-1.8	-3.1	-1.0	-1.5	8.2	-9.5	-17.4
Cc1cccc(-c2cc(C(=O)Nc3cccnc3)c3ccccc3n2)c1	-7.0	-2.1	43.0	1.0	1.5	36.4	23.7	40.3*
Fc1ccc(Oc2cc(N3CCOCC3)nc(-c3ccccc3)n2)c(F)c1	-20.1	-5.2	20.7	-12.2	-0.9	-1.8	12.7	4.6
CCOc1cc(/C=C\c2[nH]c(=O)[nH]c(=O)c2[N+](=O)[O-])ccc1OC(C)CC (stereo not drawn)	12.0	-0.4	0.4	13.0	1.0	26.9	4.8	16.1
O=S(=O)(Nc1ccc(OC(F)F)cc1)c1ccc(-c2ccon2)s1	-1.9	0.6	35.2	-2.1	0.7	15.0	24.9	24.1
CC1CCN(c2ccc3nnc(CCC(=O)N4CCCCC4)n3n2)CC1	0.3	-2.2	-2.4	0.5	-0.2	-2.3	4.0	8.3
CCCCN(C(=O)Cn1nnc2ccccc21)C(C(=O)NCCOC)c1ccc(OC)cc1OC (stereo not drawn)	-9.0	0.3	-1.7	-5.2	-2.7	-4.0	12.8	7.5
O=C(NC(Cc1c[nH]c2ccccc12)C(=O)O)/C(=C\c1ccc2c(c1)OCO2)NC(=O)c1ccccc1 (stereo not drawn)	16.3	-2.4	13.4	0.7	-1.7	0.8	-24.9	-6.4
COCCCn1c(C(C)C)nc2oc3cc(OC)ccc3c(=O)c2c1=O	-5.3	-2.8	4.6	6.0	-1.8	18.7	-13.3	18.5
COc1ccccc1N1CCN(C2CCCN(C(=O)c3ccccn3)C2)CC1 (stereo not drawn)	-9.0	-3.0	-2.6	9.3	3.3	14.3	-7.5	-13.4
CCCC(=O)Nc1ccc(C(=O)Nc2cccc(OC)c2)cc1	7.3	0.7	8.8	-20.2	-0.1	-18.2	8.7	-2.0
Cc1cc(Cl)ccc1C(=O)C1CCCN(C(=O)c2n[nH]c3c2CCCC3)C1 (stereo not drawn)	11.4	-1.7	19.6	-4.7	-1.4	4.7	23.9	34.3
Cc1nn(CC(=O)N2CCc3ccccc3C2)c(C)c1Cl	-13.0	-1.3	9.6	-0.4	-0.1	11.9	4.1	7.9
CC(C)(C)C(=O)Cn1ncc(NC2CC2)c(Br)c1=O	12.6	-3.8	-10.3	3.5	4.4	29.4	-3.8	-15.9
CC(C)C(=O)Nc1cccc(-c2cn3ccsc3n2)c1	12.1	4.1	31.1	-14.0	4.9	-21.6	12.0	5.5
Cc1cccc(C)c1NC(=O)CSc1nc(N2CCOCC2)nc(N2CCOCC2)n1	-1.8	-1.6	18.4	-11.0	-1.1	18.2	11.7	25.8
O=C(c1cc2ccccn2n1)N1CCN(c2cccc(C(F)(F)F)c2)CC1	-40.4	-2.0	26.1	5.9	0.3	15.3	8.5	21.9
COc1cc(/C=N/NC(=O)Nc2ccccc2)ccc1OC(C)=O	-50.0	-0.1	14.1	-67.0	3.5	-59.4	19.5	12.7
Cc1ccc(NC(=O)CSc2nnc(C)n2C2CC2)cc1S(=O)(=O)N1CCOCC1	15.3	-0.5	-4.2	-19.5	0.6	0.6	10.1	3.0
CCCN(CC(=O)Nc1ccccc1OC)C(=O)c1ccc(S(=O)(=O)Nc2ccccc2)cc1	-1.1	-2.5	10.0	-8.7	3.4	5.8	-0.7	-2.2
O=C(NC1CCN(Cc2ccccc2)CC1)c1ccccc1F	-0.2	-0.8	-1.5	1.9	0.8	-17.3	0.5	-7.8
CCN(C(=O)CSc1nc2ccccc2[nH]1)C1CCS(=O)(=O)C1 (stereo not drawn)	8.1	-1.9	-5.9	7.5	0.0	10.4	-2.6	-8.9
COCCN(CCOC)c1ncc(Cl)c(C(=O)c2c(C)cc3ccccn23)n1	8.5	-5.0	21.4	3.0	-1.8	17.5	-1.6	-10.2
NC1=NC(=O)/C(=C\c2cccs2)S1	6.2	-0.4	12.5	-13.2	2.0	-9.3	-0.1	2.7
COc1ccc(C2/C=C\CN(C(=O)NC(C)C)CC(=O)N2Cc2ccc(F)cc2)cc1 (stereo not drawn)	1.7	0.0	35.2	4.3	1.4	-15.2	6.4	19.5
CCOC(=O)N1CCN(CC(O)COC(CC)c2ccccc2)CC1 (stereo not drawn)	-9.3	-1.5	5.8	-7.8	-0.4	9.5	-11.6	11.0
CCOC(=O)C1(Cc2cccc(OC)c2)CCCN(CCO)C1 (stereo not drawn)	-2.8	-1.6	-9.4	7.4	-1.2	7.7	-9.2	11.1
COc1cc(/C=N/NC(=O)COc2c(C)cc([N+](=O)[O-])cc2C)ccc1OC(=O)c1ccccc1Br	-10.2	4.5	13.7	-6.4	2.5	30.3	26.3	31.0
Cc1cccc(C(C)C)c1NC(=O)COC(=O)COc1ccc2c(C)cc(=O)oc2c1	-3.1	1.2	0.5	-4.1	-1.3	7.7	5.8	17.8
NC(=O)CC[C@@H]1NC(=O)[C@@H]2CCCN2C(=O)c2cc([N+](=O)[O-])cc(I)c2NCCCC[C@@H](C(=O)NC(CC(=O)O)C(N)=O)NC1=O (stereo partly drawn)	0.9	-2.3	1.1	0.8	0.1	1.0	3.5	9.8
Cc1ccc(NC(=O)CSCC(=O)NC2(C)CCS(=O)(=O)C2)cc1 (stereo not drawn)	4.1	1.9	10.9	-15.4	-0.2	1.5	-0.9	4.2
COc1ccc(C(=O)Nn2c(C)nc3ccccc3c2=O)cc1	1.9	0.2	8.4	-7.4	2.1	-0.2	6.2	4.6
COc1ccc(NC2=NCCC2)cc1	14.7	-0.9	3.1	-5.0	-1.2	33.1	-7.7	-9.0
COc1ccccc1C(=O)NCc1nnc(SC(C)C(=O)Nc2nccs2)n1C (stereo not drawn)	-22.4	3.5	5.5	-13.0	-1.7	11.7	1.1	27.6
Cc1c(NC2=CC(=O)CC(C)(C)C2)c(=O)n(-c2ccccc2)n1C	0.1	-1.6	9.6	6.4	0.1	-6.9	-11.2	2.0
Cc1cccc(NC(=S)Nc2ccc3cn[nH]c3c2)c1	-8.1	1.1	-3.6	2.9	1.0	6.2	21.1	15.4
O=C(CCSCCc1ccccn1)Nc1ccc(Br)cn1	18.2	-0.7	13.1	-6.8	-1.7	-6.2	0.3	12.8
CCCCOC(=O)Nc1nc2ccc([N+](=O)[O-])cc2s1	-18.3	-1.2	-6.1	1.9	1.3	25.7	1.7	-9.6
CC(=O)C1=C(c2ccccc2)NC(=S)NC1c1ccc(O)c(O)c1 (stereo not drawn)	-20.2	0.6	18.3	-6.4	-1.2	0.5	2.0	-1.1
CCCn1c(SCC(=O)C(C)(C)C)nc2ccccc21	-1.1	0.5	33.7	-11.6	-2.1	3.0	22.6	38.2
CCOc1ccc(CCNC(=O)CSc2nc3ncc(Cl)cc3[nH]2)cc1OCC	-2.1	0.9	6.6	-10.5	0.7	9.8	2.9	8.5

Another view of some results above.
mol: CC(=O)C1=C(c2ccccc2)NC(=S)NC1c1ccc(O)c(O)c1 (stereo not drawn)
  697 NFkB inh = -20.2
  XBP1 UPR activ = 0.6
  tim23-1 inh = 18.3
  Jurkat NFkB inh = -6.4
  UPR CHOP act = -1.2
  Mdm2-MdmX inh = 0.5
  TIM10 inh = 2.0
  tim10-1 inh = -1.1
mol: Cc1cccc(NC(=S)Nc2ccc3cn[nH]c3c2)c1
  697 NFkB inh = -8.1
  XBP1 UPR activ = 1.1
  tim23-1 inh = -3.6
  Jurkat NFkB inh = 2.9
  UPR CHOP act = 1.0
  Mdm2-MdmX inh = 6.2
  TIM10 inh = 21.1
  tim10-1 inh = 15.4

Other results.
SMILES	697 NFkB inh	XBP1 UPR activ	tim23-1 inh	Jurkat NFkB inh	UPR CHOP act	Mdm2-MdmX inh	TIM10 inh	tim10-1 inh
C=CCOc1ccc(/C(O)=C2/C(=O)C(=O)N(CCCN3CCOCC3)C2c2ccc(OC)cc2)cc1 (stereo not drawn)	-10.5	-0.7	3.0	2.7	1.0	-0.5	-4.2	3.2
CCc1nnc(NS(=O)(=O)c2ccc(NCc3cc(Br)ccc3O)cc2)s1	-10.9	-3.1	11.4	-1.5	0.6	21.4	6.4	13.9
CCCNc1c(NS(=O)(=O)c2c(F)c(F)c(F)c(F)c2F)c(=O)oc2ccccc12	15.0	-3.3	-4.8	-2.1	0.8	13.6	12.6	3.1
COc1ccc(C(=O)OCC(=O)Nc2cc(C)on2)c(OC)c1OC	3.8	-1.6	7.0	2.4	-1.6	9.2	-2.9	85.3*
COc1ccc(CCNC(=S)NC(=O)c2c(-c3ccccc3Cl)noc2C)cc1OC	0.0	-1.1	15.3	3.0	1.1	14.3	11.2	14.5
CCOc1ccccc1-n1c(SCC(N)=O)nnc1-c1ccccc1	17.8	-0.4	10.1	0.6	0.6	-2.6	3.9	12.5
COc1cc(Cl)c(C)cc1NC(=O)CNC(C)c1ccccc1OC (stereo not drawn)	18.6	-3.3	28.1	-6.9	-3.3	18.6	-4.8	-2.7
CCN(CC(=O)Nc1c(F)cccc1F)C(=O)CCNC(=O)c1ccc([N+](=O)[O-])cc1	12.6	0.9	-5.6	3.6	0.6	6.5	3.4	2.0
O=C(CNC(=O)c1ccccc1)NCCc1ccc(O)c(O)c1	0.9	2.4	9.2	6.4	-0.7	12.6	-10.1	11.3
COC(=O)Nc1nnc(/C=C/c2ccc(OC)cc2)s1	-25.6	1.1	23.2	-20.2	4.2	-54.9	12.8	29.9
COc1ccccc1C(=O)Nc1ccc(-c2nnc(SCC(=O)O)n2C)cc1	16.2	-0.5	4.8	0.9	-1.2	5.3	-8.1	15.9
CCOC(=O)c1[nH]c2ccccc2c1NC(=O)CCN1CCN(C(=O)OCC)CC1	-11.2	-5.2	9.8	4.2	-1.4	3.4	-10.3	4.4
Cc1ccc(C(=O)CCS(=O)(=O)c2ccc(Cl)cc2)cc1	2.1	-4.4	24.8	-5.8	-1.8	11.4	9.4	15.3
O=C(Cc1ccccc1)NC(c1ccco1)c1c(O)ccc2ccccc12 (stereo not drawn)	-13.7	-3.1	32.4	17.6	-0.4	6.0	32.4	37.0
CC(C)c1ccc(-c2nnc(N)s2)cc1	-160.2	1.9	16.4	-52.8	3.2	-82.6	14.8	8.3
CC(C)(C)NC(=O)CCc1nnc(Cc2c[nH]c3ccccc23)o1	17.8	0.0	-0.2	9.7	0.5	3.6	-6.2	11.6
CN(C)C(N)=NCCC[C@H](N)C(=O)O	13.1	-2.3	-16.0	3.6	-1.3	21.0	3.1	-3.8
COc1cc(/C=C2\OC(=O)c3c(OC)cccc32)ccc1O	-127.6	21.5	53.3*	-55.7	1.3	32.4	27.7	35.1

An excerpt from above in order of formula weight, descending.
SMILES	697 NFkB inh	XBP1 UPR activ	tim23-1 inh	Jurkat NFkB inh	UPR CHOP act	Mdm2-MdmX inh	TIM10 inh	tim10-1 inh
CCc1nnc(NS(=O)(=O)c2ccc(NCc3cc(Br)ccc3O)cc2)s1	-10.9	-3.1	11.4	-1.5	0.6	21.4	6.4	13.9
CCCNc1c(NS(=O)(=O)c2c(F)c(F)c(F)c(F)c2F)c(=O)oc2ccccc12	15.0	-3.3	-4.8	-2.1	0.8	13.6	12.6	3.1
COc1cc(Cl)c(C)cc1NC(=O)CNC(C)c1ccccc1OC (stereo not drawn)	18.6	-3.3	28.1	-6.9	-3.3	18.6	-4.8	-2.7

Compound activity deposited in PubChem by Sanford-Burnham Center for Chemical Genomics.
